# TNAP inh noacc: blocks human TNAP activity with no phosphate acceptor present; 200,000 compounds, 0.26% hits; purified TNAP, CDP-star luminescence, 30 min; inhibition, % at 20 µM; AID 1012;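 active means tissue-nonspecific alkaline phosphatase inhibition above about 50% at 20 µM in the single-dose screen, limit read from the data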;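 further: 0% = DMSO negative control and 100% = EDTA positive control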
# PMI act hi M6P: increases human PMI activity with near-saturating mannose 6-phosphate. coupled PMI enzyme assay, resazurin fluorescence, 20 min; hits give high values; 1 = untreated enzyme, 0 = substrate-free blank. 190,000 compounds, 0.34% hits. AID 1216. P34949. activation factor at 20 µM;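 active means activation factor of 2 or more at 20 µM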
# Target sequence (P34949 whole entry, looked up): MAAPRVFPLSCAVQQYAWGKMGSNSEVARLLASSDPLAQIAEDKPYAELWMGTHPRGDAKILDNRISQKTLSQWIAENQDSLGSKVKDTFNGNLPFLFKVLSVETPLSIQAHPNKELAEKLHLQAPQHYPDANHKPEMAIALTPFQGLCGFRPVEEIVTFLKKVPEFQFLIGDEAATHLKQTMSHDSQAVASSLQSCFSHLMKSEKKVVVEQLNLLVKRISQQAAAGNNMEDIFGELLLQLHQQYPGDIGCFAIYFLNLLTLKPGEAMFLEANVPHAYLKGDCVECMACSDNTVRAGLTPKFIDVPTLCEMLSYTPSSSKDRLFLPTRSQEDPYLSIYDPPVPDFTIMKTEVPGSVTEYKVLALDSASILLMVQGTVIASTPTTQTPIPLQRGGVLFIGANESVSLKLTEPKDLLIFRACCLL
#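 Material: human phosphomannose isomerase with PGI, G6PDH, diaphorase coupling enzymes. Quantity: 15 ng/mL PMI. Medium: HEPES pH 7.4 buffer with MgCl2 and Tween-20. Reagent: Near-saturating mannose-6-phosphate, 1.0 mM. Compound: 20 µM single dose. Times: enzyme reaction with compound 20 min at room temperature. Detection: resorufin fluorescence at Ex 544/Em 590 nm.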
# G6PDH counter: counter-screen for G6PDH assay hits: L. mesenteroides G6PDH inhibition | Purified L. mesenteroides G6PDH, diaphorase/resazurin coupled fluorescence, 45 min | inhibition, % at 5 µM | 200,000 compounds, 0.12% hits | AID 1020; in the data active means inhibition above about 50%
# TNAP act hi DEA: increases human TNAP activity under high phosphate acceptor concentration; activation factor at 20 µM; 200,000 tested, under 10 active; purified TNAP, CDP-star luminescence, 1 M DEA, 30 min; hits give high values; 0 = EDTA background, 1 = DMSO-only activity; P05186; AID 1136;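 active means activation factor at least 2 at 20 µM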
#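 Dosing: 20 µM single point. System: human TNAP. Amount: TNAP 1/800 final. Incubation: 30 min, room temperature. Read-out: TNAP activation factor scaled between EDTA and DMSO control wells. Signal: luminescence from CDP-star hydrolysis. Medium: 1 M DEA, pH 9.8, Mg2+, Zn2+. Control set: EDTA negative control, DMSO positive control.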
# Diaph inh CS: counter-screen for diaphorase-based assays: diaphorase inhibitors and chemical oxidizers; diaphorase resazurin-to-resorufin fluorescence, NADH, 16 min; bacterial (C. kluyveri) enzyme, not human; inhibition, % at 20 µM; 190,000 compounds, 0.69% hits;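 active means primary screen inhibition at 20 µM above a set limit, cut at about 50% in these data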;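 further: plate controls were DMSO with full reaction for no effect and wells lacking NADH for full effect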
#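 System: Bacterial diaphorase enzyme (C. kluyveri) | Incubation: 16-min room-temperature incubation before reading | Benchmarks: No-NADH positive control and DMSO neutral control | Measured by: Resorufin fluorescence 544/590 nm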
# TNAP inh hi DEA: TNAP (human) inhibition, high acceptor; P05186; purified TNAP, CDP-star luminescence, 1 M DEA; inhibition, % at 20 µM; 200,000 compounds, 0.03% hits; AID 1135;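 active means over 50% inhibition of tissue-nonspecific alkaline phosphatase at 20 µM in the single-dose screen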;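 further: plate controls were DMSO wells for no effect and EDTA-quenched wells as full inhibition for full effect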
# Diaphorase act: diaphorase activation or chemical reduction counter-screen | Diaphorase/resazurin coupled assay, resorufin fluorescence, 16 min; hits give high values; 1 = vehicle wells, 0 = NADH-free wells | activation factor at 20 µM | 190,000 compounds, 0.005% hits;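 active means diaphorase activity raised at least twofold by the compound at 20 µM; inactive means activation factor below 2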
#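 Material: purified diaphorase enzyme from Clostridium kluyveri; Also added: 0.114 mM NADH and 0.1 mM resazurin, final amounts; Doses: single compound dose of 20 µM, 1% DMSO final; Times: 16 min enzyme reaction, ambient temperature; Detection: resorufin fluorescence, excitation 544 nm, emission 590 nm; Measure: increased resorufin signal from activators or reducing compounds.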
# PMI activator: phosphomannose isomerase (human) activation; P34949; purified human PMI, coupled resazurin fluorescence, 20 min; hits give high values; 1 = vehicle control, 0 substrate-free wells; activation factor at 20 µM; 190,000 compounds, 0.005% hits; AID 1214;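 active means activation factor of 2 or more at 20 µM, relative to plate controls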
# FLuc stim CS: affects firefly luciferase, flagging false hits in luciferase stimulation screens. activation factor at 10 µM. P08659. AID 1027. ATPlite luciferase biochemical, luminescence, 10 min; 0 = ATP-free wells, 1 = DMSO control. 200,000 tested, under 10 active;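 active means luciferase activation factor, scaled between plate controls, of at least 2 with compound at 10 µM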
# Target sequence (P08659 whole entry, looked up): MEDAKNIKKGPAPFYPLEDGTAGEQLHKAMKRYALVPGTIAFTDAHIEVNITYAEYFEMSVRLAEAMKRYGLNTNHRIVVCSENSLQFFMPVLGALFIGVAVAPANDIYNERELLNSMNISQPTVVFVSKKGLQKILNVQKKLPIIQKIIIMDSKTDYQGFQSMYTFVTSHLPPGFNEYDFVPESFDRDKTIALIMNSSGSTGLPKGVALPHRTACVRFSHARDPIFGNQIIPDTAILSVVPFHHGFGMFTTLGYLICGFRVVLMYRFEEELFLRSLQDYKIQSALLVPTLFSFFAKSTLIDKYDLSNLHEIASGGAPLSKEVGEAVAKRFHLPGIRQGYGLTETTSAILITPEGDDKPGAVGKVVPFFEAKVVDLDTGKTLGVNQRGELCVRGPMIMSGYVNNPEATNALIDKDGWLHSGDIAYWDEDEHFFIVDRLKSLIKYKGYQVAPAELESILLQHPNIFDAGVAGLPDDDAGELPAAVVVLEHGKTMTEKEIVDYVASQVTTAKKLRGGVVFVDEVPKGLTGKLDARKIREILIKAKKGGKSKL
#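 Assay system: Luciferase/luciferin reagent mix; Medium: PBS as buffer for the ATP substrate; Dosing: test compounds dosed from 2 mM stocks in 100% DMSO; Times: 10 min, room temperature; Signal: luminescence from luciferase reaction; Read-out: luciferase activation; Controls: No-ATP low control, compound-free enzyme-plus-ATP high control.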
# Efa HMGR inh: E. faecalis class II HMG-CoA reductase inhibition | AID 1066 | purified E. faecalis HMGR, NADPH absorbance 340 nm kinetic | inhibition, % at 10 µM | 190,000 compounds, 0.41% hits;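 active means inhibition above a set limit, the median over all tested compounds plus 3 SD, cut at about 9.5% in these data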;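 further: enzyme runs in reverse so mevalonate oxidation gives rising NADPH absorbance; 0% = complete reaction with DMSO and 100% = background rate lacking mevalonate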
# * = called active by the depositor; . = no result given.
cpd	compound	TNAP inh noacc	TNAP act hi DEA	Efa HMGR inh	Diaphorase act	TNAP inh hi DEA	PMI act hi M6P	G6PDH counter	FLuc stim CS	Diaph inh CS	PMI activator
1	COc1nnc(-c2ccc(N3CCOCC3)c(NC(=O)c3ccco3)c2)c2ccccc12	-5	1	0	0.8	3	0.9	-39	1.1	21	0.9
2	COC(=O)COc1ccc(C2NC(=O)NC(C)=C2C(=O)NCc2ccccc2)cc1OC (stereo not drawn)	-10	1	-5	0.8	-3	1	3	1	16	1
3	CCCCCCCCCOC(=O)C[n+]1csc(CCO)c1C	61*	1	-1	0.9	-1	1	-19	1.1	12	1
4	Cc1nc2ccccc2cc1C(=O)NCc1ccco1	1	1.1	0	0.9	-5	1.1	4	1.1	14	1.1
5	Cc1cc(C)n(-c2ccc(C(=O)OCC(=O)NCc3ccco3)cc2)n1	-20	1	-2	0.8	-5	1	5	1	23	1
6	Cc1nc([N+](=O)[O-])cn1CC(=O)Nc1ccc2c(c1)OCO2	-18	1	2	0.9	-2	1	-1	1	6	1
7	CC(NC(=O)c1ccccc1NC(=O)c1ccco1)C(=O)O (stereo not drawn)	-4	1	-4	1	0	1	4	1	3	1.1
8	COc1ccc(-c2csc(NC(=O)COC(=O)Cc3ccc(Cl)cc3Cl)n2)cc1	-5	1	-10	0.8	0	0.8	-27	1	24	0.8
9	O=c1[nH]c2ccc(S(=O)(=O)N3CCN(C4CCCCC4)CC3)cc2[nH]c1=O	-28	1	-1	0.8	-2	0.9	-14	1.1	23	0.9
10	CCOC(=O)C1(C)C=C(Nc2ccc(OC)cc2)C(=O)N1c1ccc(OC)cc1 (stereo not drawn)	-8	1	3	1	-4	0.8	6	1	0	1
11	COCCN(C(=O)CNC(=O)c1cccs1)C(C(=O)NC1CCCCC1)c1ccco1 (stereo not drawn)	0	1.1	-21	1	-6	1	5	1.1	3	1.1
12	CC(C)N(NC(=O)c1cccc2ccccc12)C(C)C	-8	1	1	1	3	1	1	1	3	1.1
13	Cn1c(=O)oc2cc(S(=O)(=O)NCCC(=O)Nc3ccc4c(c3)OCCO4)ccc21	-14	1	4	0.9	-1	0.9	-17	1.1	10	0.9
14	Cc1ccc(CN2CCNC(=O)C2CC(=O)N(C)C2CCCCC2)o1 (stereo not drawn)	-4	1	0	.	-3	.	10	1.1	.	.
15	COCCCNC(=O)CSc1ccsc1[N+](=O)[O-]	3	1	-12	0.9	2	0.9	6	1	15	0.9
16	c1ccc(CCc2ccccc2-c2nc(-c3ccccn3)no2)cc1	-14	1.1	0	0.8	-5	0.8	-22	1	20	0.9
17	O=C(CSc1nnc(-c2ccc(Cl)s2)o1)N1CCc2ccccc21	-16	1.1	.	0.9	-8	1	5	1.1	6	1.2
18	Cc1cccc(Nc2nnc(SCC(=O)Nc3cccc(S(=O)(=O)N4CCCCC4)c3)s2)c1	-35	1	-1	0.8	-2	0.8	-21	0.6	23	1
19	NC(=O)c1c(NC(=O)Cc2cccs2)sc2c1CCC2	-15	1	-9	0.8	-4	0.9	-14	1	22	0.9
20	COc1cccc(C2Cc3ccccc3C(=O)O2)c1 (stereo not drawn)	-5	1	-6	0.9	1	0.9	6	1	5	1
21	Cc1cc(C(=O)COC(=O)Cn2cnc3c2c(=O)n(C)c(=O)n3C)c(C)n1C	-12	1	-4	0.9	-2	1	2	1.1	8	1
22	CCOc1cc(CNCc2cccs2)ccc1OCC(=O)NC(C)(C)C	-2	0.9	-6	1	10	1.1	10	1	1	1
23	COc1cc(/C=C(\NC(C)=O)C(=O)Nc2ccc(NC(C)=O)cc2)ccc1OC(C)=O	-3	1	-4	0.9	3	1	5	1.1	5	1
24	CCOC(=O)C1(C)/C(=N/Nc2ccccc2OC)C(=O)C(=O)N1c1ccccc1 (stereo not drawn)	18	0.9	-1	0.7	11	1.6	22	1	26	1.4
25	Cc1nc2ccccn2c1C(=O)NNS(=O)(=O)c1ccc(C(C)(C)C)cc1	-45	1	2	0.8	-5	1.1	5	1	20	1.1
26	CCCSc1nnc(CN2CCOCC2)n1C	-8	1	-6	0.9	0	1	16	1.1	10	0.9
27	COc1ccccc1/C=C(/CC(=O)NCc1ccc(F)cc1)c1nc2ccccc2s1	-2	1	3	0.7	0	0.8	16	1	26	0.8
28	O=C(COC(=O)C12CC3CC(CC(C3)C1)C2)Nc1ncc(Cl)cc1Cl	-10	1.1	-2	0.8	-6	1	-4	1	16	1
29	O=C(NCc1ccco1)[C@@H]1CSC2c3ccccc3C(=O)N21 (stereo partly drawn)	-12	1	3	1	5	1	-2	1	3	1
30	CCOC(=O)C1CCN(C(=O)CCS(=O)(=O)c2ccc3c(c2)CCN3C(C)=O)CC1	0	1	-5	1	-3	1.1	1	1.1	-2	1.2
31	Nc1nc(SCC(=O)Nc2ccc(Br)cc2F)n[nH]1	-6	1	-1	1	0	1	0	1	1	0.9
32	Cc1ccc(C(C(=O)NC2CCCCC2)N(CC2CCCO2)C(=O)CNC(=O)c2cccs2)cc1 (stereo not drawn)	-1	1	-3	0.9	-5	1	12	1.1	12	1
33	Fc1ccc(NCc2nnc(SCc3nnc(-c4ccccc4)o3)n2CC2CCCO2)cc1 (stereo not drawn)	-13	1	-4	0.9	-4	1	-9	1.1	11	0.9
34	Cc1ccc(/C(O)=C2\C(=O)C(=O)N(CC(C)O)C2c2cccc(F)c2)cc1 (stereo not drawn)	-11	1	0	0.9	-3	1	-11	1.1	9	1
35	CCOC(=O)N1CCN(C(=O)COc2ccc3c(c2)C(=O)CC(C)(C)O3)CC1	-12	1	-1	1	-1	1	3	1	5	1.1
36	Cc1ccc(S(=O)(=O)NCCNC(=O)c2cc(OCC(F)(F)F)ccc2OCC(F)(F)F)cc1	-6	1	-5	1	-1	1	15	1	3	0.9
37	Cc1cnn(C(=S)NCC2CCCO2)c1 (stereo not drawn)	-1	1.1	0	0.8	-8	1	1	1	18	1
38	CN(C)S(=O)(=O)c1cccc(C(=O)NCc2ccco2)c1	-24	1	1	0.9	-4	1	-4	1.1	12	1
39	CCCn1nnc(NC(=O)c2ccco2)n1	-14	1.1	-6	0.9	-6	1	-8	1	13	0.9
40	CCOC(=O)CC(=O)CSc1nc2nc(C)cc(C)n2n1	-6	1.1	-3	0.8	-6	0.8	15	1	15	0.8

# Pulled by compound from the list above (two):
cpd	compound	TNAP inh noacc	TNAP act hi DEA	Efa HMGR inh	Diaphorase act	TNAP inh hi DEA	PMI act hi M6P	G6PDH counter	FLuc stim CS	Diaph inh CS	PMI activator
5	Cc1cc(C)n(-c2ccc(C(=O)OCC(=O)NCc3ccco3)cc2)n1	-20	1	-2	0.8	-5	1	5	1	23	1
36	Cc1ccc(S(=O)(=O)NCCNC(=O)c2cc(OCC(F)(F)F)ccc2OCC(F)(F)F)cc1	-6	1	-5	1	-1	1	15	1	3	0.9

# Remaining list, next part:
cpd	compound	TNAP inh noacc	TNAP act hi DEA	Efa HMGR inh	Diaphorase act	TNAP inh hi DEA	PMI act hi M6P	G6PDH counter	FLuc stim CS	Diaph inh CS	PMI activator
41	CCOc1cc(/C=C2\SC(=Nc3ccccc3)N(c3ccccc3)C2=O)ccc1OCC(=O)O	-8	1	-1	0.8	-1	0.9	-2	1.1	24	1
42	N[C@@H](Cc1ccccc1)c1nnc(SCc2ccccc2F)o1	-5	1	4	1	-2	1.1	0	1.1	3	1
43	CCCn1c(SCC(=O)NCC2CCCO2)nc2c1c(=O)n(C)c(=O)n2C (stereo not drawn)	-5	1	-2	0.9	1	1	-6	1.1	6	1
44	O=C(Cc1ccc(Br)cc1)Nc1cccc(Cl)c1	0	1	-5	0.9	3	0.8	7	1	15	0.9
45	CCC(=O)N(Cc1ccco1)c1nc(-c2ccc(OC)cc2)cs1	-4	1	12*	1	-2	1.1	7	1.1	1	1.1
46	Cc1ccc(NC(=O)Cn2c(O)c(N=NC(=O)c3ccncc3)c3ccccc32)cc1	-9	1	-2	1	1	1	7	1	-2	1
47	Cc1ccc(C(=O)OCC(=O)N2CCC(Cc3ccccc3)CC2)cc1N	-2	1	-1	0.9	2	0.9	-2	1.1	9	0.9
48	COc1cc(/C=N/N=C(/N)c2nonc2N)cc(Br)c1OCc1cccc(C)c1	-5	1	-1	0.8	-2	0.9	4	1.1	24	0.8
49	CC1CCN(S(=O)(=O)N2CCC(C(=O)NC3CCCC3)CC2)CC1	-1	0.9	-7	0.9	6	1	1	1	8	1.1
50	COC(=O)C12CC3CC(C1)CC(n1cnc(Cl)n1)(C3)C2	-10	1	-3	0.9	-2	1	3	1.1	8	1
51	CCCCN(C)C(=S)Nc1ccc(Oc2ccccc2)cc1	-1	1	-4	0.8	1	0.9	5	1	21	0.8
52	Cc1ccc(S(=O)(=O)CCC(=O)OC(C)C(=O)c2c(C)[nH]c3ccccc23)cc1 (stereo not drawn)	-10	1	-2	0.9	-3	1	-1	1.1	8	1
53	O=S(=O)(c1ccccc1)N(Cc1nc(-c2ccccc2)no1)C1CCCCC1	-10	1	0	0.8	-3	0.8	-12	1	24	0.8
54	Cc1nc(C(F)(F)F)c(C(=O)N=CN(C)C)s1	-2	1	0	0.9	-4	1	11	1.1	7	1

# One compound at a time, as listed above. Screens in order: TNAP inh noacc, TNAP act hi DEA, Efa HMGR inh, Diaphorase act, TNAP inh hi DEA, PMI act hi M6P, G6PDH counter, FLuc stim CS, Diaph inh CS, PMI activator
# Cc1ccc(NC(=O)Cn2c(O)c(N=NC(=O)c3ccncc3)c3ccccc32)cc1 is listed as -9, 1, -2, 1, 1, 1, 7, 1, -2, 1
# Cc1ccc(S(=O)(=O)CCC(=O)OC(C)C(=O)c2c(C)[nH]c3ccccc23)cc1 (stereo not drawn) is listed as -10, 1, -2, 0.9, -3, 1, -1, 1.1, 8, 1
# O=C(Cc1ccc(Br)cc1)Nc1cccc(Cl)c1 is listed as 0, 1, -5, 0.9, 3, 0.8, 7, 1, 15, 0.9
# CCCn1c(SCC(=O)NCC2CCCO2)nc2c1c(=O)n(C)c(=O)n2C (stereo not drawn) is listed as -5, 1, -2, 0.9, 1, 1, -6, 1.1, 6, 1
# O=S(=O)(c1ccccc1)N(Cc1nc(-c2ccccc2)no1)C1CCCCC1 is listed as -10, 1, 0, 0.8, -3, 0.8, -12, 1, 24, 0.8
